Source: PubChem (Broad Institute)
IDH1 R132H inh = blocks human IDH1 R132H reductase activity; O75874; diaphorase/resazurin fluorescence, 60 min; inhibition, % at 10 µM; hit rate 0.18% among 70,000; in the data active = inhibition above about 34%;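 note: 0% = DMSO and 100% = no enzyme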
Target sequence (O75874 whole entry R132H): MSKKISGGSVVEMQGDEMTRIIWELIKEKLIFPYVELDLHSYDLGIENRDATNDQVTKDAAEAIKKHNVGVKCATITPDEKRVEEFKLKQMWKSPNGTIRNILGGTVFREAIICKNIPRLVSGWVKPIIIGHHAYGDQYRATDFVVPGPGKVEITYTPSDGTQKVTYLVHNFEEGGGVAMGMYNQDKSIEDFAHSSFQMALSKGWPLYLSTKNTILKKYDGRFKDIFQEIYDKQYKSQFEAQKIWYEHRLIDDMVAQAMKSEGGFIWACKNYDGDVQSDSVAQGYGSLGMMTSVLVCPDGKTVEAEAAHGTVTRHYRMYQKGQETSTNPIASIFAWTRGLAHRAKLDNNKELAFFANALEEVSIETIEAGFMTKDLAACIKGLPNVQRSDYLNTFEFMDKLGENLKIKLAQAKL
EZH2 inh = inhibitors of human EZH2/PRC2 methyltransferase. PRC2 H3K27 methylation, DELFIA TRF, 1 h. inhibition, % at 12.5 µM. hit rate 0.35% among 57,000. AID 651548;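 active = mean inhibition of replicates at least 50% and every single replicate also reaching 50%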;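 note: dimethyl H3K27 on biotinylated H3 21-44 peptide detected by antibody; plate controls were median neutral control wells for no effect and median positive control wells for full effect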
* hit, by the source's call; . = no result given; & = joins results of further samples. Only part of the results is shown (hit frequency here may not be typical).

SMILES	IDH1 R132H inh	EZH2 inh
COCC(=O)N1C[C@H](C)[C@H](OC)CN(C)C(=O)c2cc(NC(=O)NC(C)C)ccc2OC[C@@H]1C	-0.2	8
COCc1cn(CC[C@@H]2CC[C@H](NC(=O)c3ccncc3)[C@H](CO)O2)nn1	-0.1	8
O=C(NCCCN1CCOCC1)C1CC(c2ccc(Cl)c(Cl)c2)=NO1 (stereo not given)	0.3	-1
N#CCCN(CC1COc2ccccc2O1)C(=O)c1ccccc1 (stereo not given)	0.7	.
CC(C)CC#Cc1ccc2c(c1)O[C@H](CN(C)Cc1ccccc1)[C@H](C)CN([C@@H](C)CO)S2(=O)=O	-0.8	20
CO[C@H]1CN(C)C(=O)c2ccc(NC(=O)Nc3ccccc3F)cc2OC[C@@H](C)N(C(C)=O)C[C@H]1C	0.1	-10
CC(C)OC(=O)CSc1nc2c(cc1C#N)CCCCC2	-0.2	3
CC(=O)c1cccc(NC(=O)CSc2nc3ccc([N+](=O)[O-])cc3s2)c1	0.0	11
Cc1ccc(S(=O)(=O)Nc2ccc3c(c2)C(=O)N([C@@H](C)CO)C[C@H](C)[C@@H](CN(C)C(=O)Cc2ccccc2)OCCCC[C@H](C)O3)cc1	-6.3	.
COc1ccc(S(=O)(=O)N(C)C[C@@H]2OCc3cn(nn3)CCCC(=O)N([C@@H](C)CO)C[C@H]2C)cc1	.	-3
C[C@H](CO)N1C[C@H](C)[C@@H](CN(C)CC2CC2)Oc2c(NC(=O)Nc3ccc(F)cc3)cccc2C1=O	-12	0
Cc1noc(C)c1S(=O)(=O)Nc1ccc2c(c1)CC(=O)N([C@@H](C)CO)C[C@H](C)[C@@H](CN(C)C(=O)Nc1ccccc1)O2	1.3	.
O=C(Nc1ccc2c(c1)[C@@H]1C[C@H](CC(=O)N3CCOCC3)O[C@@H](CO)[C@@H]1O2)C1CCOCC1	-1.0	5
C[C@@H]1CN([C@@H](C)CO)C(=O)c2cc(NC(=O)CCC(F)(F)F)ccc2O[C@@H](C)CCCCO[C@@H]1CN(C)S(=O)(=O)c1cn(C)cn1	-1.4	.
C[C@@H]1CN([C@H](C)CO)C(=O)c2cc(NS(=O)(=O)c3ccc(Cl)cc3)ccc2O[C@@H]1CN(C)CC1CC1	-0.4	-9
CC(C)c1cn(CC[C@H]2CC[C@H](NC(=O)C3CCC3)[C@H](CO)O2)nn1	-1.0	14
COc1ccc(NC(=O)COc2ccc(C(C)C)cc2Br)c([N+](=O)[O-])c1	-0.4	5
C[C@@H]1CN([C@@H](C)CO)S(=O)(=O)c2ccc(-c3ccc(F)cc3)cc2O[C@@H]1CN(C)C(=O)C1CCC1	-0.4	-4
COC(=O)c1cc(OC)c(OC)cc1NC(=O)C(C)Oc1ccccc1C (stereo not given)	0.0	2
C[C@H](CO)N1C[C@H](C)[C@H](CN(C)C(=O)Nc2ccc(F)cc2)Oc2ccc(NS(=O)(=O)c3cccs3)cc2C1=O	0.0	.
COc1cccc(S(=O)(=O)N[C@@H]2CC[C@@H](CCn3cc(-c4ccccn4)nn3)O[C@@H]2CO)c1	-0.9	-12
C[C@@H]1CN([C@H](C)CO)C(=O)c2cccc(N(C)C)c2O[C@H]1CN(C)Cc1ccc(C(F)(F)F)cc1	.	-1
O=C(Cc1ccccn1)NCC[C@H]1CC[C@@H](NC(=O)c2ccccc2F)[C@@H](CO)O1	0.0	-1
Cc1ccc(S(=O)(=O)N2C(=O)CCC2C(=O)Nc2cccc(Br)c2)cc1 (stereo not given)	0.1	-37
O=C(C[C@H]1C[C@@H]2c3cc(NC(=O)NC4CCCC4)ccc3O[C@@H]2[C@@H](CO)O1)NCc1ccc(Oc2ccccc2)cc1	-0.3	-21
Cc1cccc(S(=O)(=O)N(C)C[C@@H]2OCc3ccccc3-c3c(n(C)c4ccccc34)C(=O)N([C@H](C)CO)C[C@@H]2C)c1	.	-54
Cc1ccc(S(=O)(=O)N(C)C[C@@H]2OCCCC[C@@H](C)Oc3ccc(NS(=O)(=O)c4ccccc4)cc3C(=O)N([C@H](C)CO)C[C@H]2C)cc1	-1.8	.
CC(=O)N(C)C[C@@H]1Oc2cc(C#Cc3cccnc3)ccc2S(=O)(=O)N([C@@H](C)CO)C[C@H]1C	0.4	4
CCOC(=O)c1c(NC(=O)CN2C(=O)c3cccc4cccc(c34)C2=O)sc2c1CCC2	0.4	.
C[C@H]1CN([C@@H](C)CO)C(=O)c2cc(-c3cccc(C(=O)N(C)C)c3)cnc2O[C@@H]1CN(C)C	0.9	-12
C[C@@H]1CN([C@H](C)CO)C(=O)c2c(c3ccccc3n2C)-c2ccccc2CO[C@@H]1CN(C)Cc1cccc(C(=O)O)c1	-0.1	12
COCC(=O)N1C[C@@H](C)[C@H](OC)CN(C)C(=O)c2ccc(NC(=O)C3CCC3)cc2OC[C@H]1C	0.2	2
C[C@@H]1CCCCO[C@@H](CN(C)S(=O)(=O)c2ccccc2)[C@@H](C)CN([C@H](C)CO)C(=O)c2cc(NS(=O)(=O)c3ccccc3)ccc2O1	-0.4	.
CC(=O)NCCOc1nc(N2CCCCC2)nc(N2CCOCC2)n1	5.4	16
Cc1ccccc1OCC(=O)Nc1ccc(O)cc1C(=O)O	0.6	-15
C[C@@H]1CN([C@H](C)CO)C(=O)c2cccc(NC(=O)c3cnccn3)c2O[C@@H]1CN(C)S(=O)(=O)c1ccc(Cl)cc1	2.4	.
CC(C)NC(=O)N(C)C[C@H]1Oc2ccc(NC(=O)NC3CCCCC3)cc2CC(=O)N([C@@H](C)CO)C[C@@H]1C	0.1	.
O=C(OCc1ccc2nonc2c1)c1cc(-c2ccccc2)nc2ccccc12	0.4	2
CN(C)C(=O)C[C@@H]1C[C@H]2c3cc(NC(=O)NC4CCCCC4)ccc3O[C@H]2[C@@H](CO)O1	-0.8	19
O=C(O)C[C@H]1C[C@H]2c3cc(NC(=O)Nc4ccccc4)ccc3O[C@H]2[C@H](CO)O1	-0.8	0

Already shown: an excerpt of the list.
SMILES	IDH1 R132H inh	EZH2 inh
C[C@@H]1CN([C@H](C)CO)C(=O)c2cccc(NC(=O)c3cnccn3)c2O[C@@H]1CN(C)S(=O)(=O)c1ccc(Cl)cc1	2.4	.
CC(C)NC(=O)N(C)C[C@H]1Oc2ccc(NC(=O)NC3CCCCC3)cc2CC(=O)N([C@@H](C)CO)C[C@@H]1C	0.1	.
O=C(OCc1ccc2nonc2c1)c1cc(-c2ccccc2)nc2ccccc12	0.4	2
CN(C)C(=O)C[C@@H]1C[C@H]2c3cc(NC(=O)NC4CCCCC4)ccc3O[C@H]2[C@@H](CO)O1	-0.8	19
O=C(O)C[C@H]1C[C@H]2c3cc(NC(=O)Nc4ccccc4)ccc3O[C@H]2[C@H](CO)O1	-0.8	0

New compounds follow.
SMILES	IDH1 R132H inh	EZH2 inh
C[C@H]1CN([C@@H](C)CO)C(=O)c2cc(NC(=O)CCC(F)(F)F)ccc2O[C@H]1CN(C)Cc1ccc(C(F)(F)F)cc1	-3.4	.
C[C@H](C(=O)N(C)C[C@H]1OCc2ccccc2-c2ccccc2C(=O)N([C@@H](C)CO)C[C@@H]1C)c1ccccc1	0.0	3
COc1ccc(OC)c(NC(=O)CNC(=O)c2ccc(Cl)cc2)c1	0.4	4
O=C(NCC[C@H]1CC[C@H](NC(=O)c2cccnc2)[C@H](CO)O1)Nc1ccc(F)cc1	94*	4
CO[C@@H]1CN(C)C(=O)c2cc(NS(=O)(=O)c3ccc(F)cc3)ccc2OC[C@@H](C)N(C)C[C@H]1C	0.1	-17
C[C@@H]1CN([C@@H](C)CO)C(=O)c2cc(NS(C)(=O)=O)ccc2O[C@@H]1CN(C)CC1CCCCC1	.	-30
COCC(=O)N(C)C[C@H]1Oc2cc(-c3ccc(OC)cc3)ccc2S(=O)(=O)N([C@@H](C)CO)C[C@@H]1C	-0.3	-11
CCOC(=O)c1c(NC(=O)c2nn(CC)cc2Br)c(C#N)nn1-c1ccccc1	-0.4	5
COc1ccc(CN(C)C[C@H]2Oc3c(NC(=O)Nc4ccc(OC)cc4)cccc3C(=O)N([C@@H](C)CO)C[C@@H]2C)cc1	2.2	.
C[C@H](CO)N1C[C@H](C)[C@@H](CN(C)C)Oc2cc(C#CCN(C)C)ccc2S1(=O)=O	0.0	.
Cc1ccc(NS(=O)(=O)c2ccc(NS(=O)(=O)c3ccc4c(c3)OCCO4)cc2)c(C)c1	0.1	3
Cc1cc2nc(SCC(=O)c3ccc(O)cc3)[nH]c2cc1C	-0.9	1
C[C@H]1CN([C@@H](C)CO)C(=O)c2cc(-c3cccc(F)c3)cnc2O[C@@H]1CN(C)CC1CCOCC1	-1.2	5
O=C(N[C@@H]1CC[C@H](CCNC(=O)C2CCCCC2)O[C@H]1CO)c1ccccn1	-0.1	5
O=C(CCCCCCC(=O)Nc1ccccc1O)N/N=C/c1cc(O)ccc1O	.	5
CO[C@H]1CN(C)C(=O)c2cc(NS(=O)(=O)CC(F)(F)F)ccc2OC[C@@H](C)N(Cc2ccccn2)C[C@H]1C	0.2	10
COc1ccc(OC)c(NC(=O)CSc2nc3sc4c(c3c(=O)n2-c2ccccc2)CCCC4)c1	0.2	-3
CCNC(=O)c1c(NC(=O)c2ccccc2[N+](=O)[O-])sc2c1CCCC2	-0.2	-2
COc1ccc(NC(=O)COc2ccc([N+](=O)[O-])cc2)cc1OC	-0.3	-4
CO[C@@H]1CN(C)C(=O)c2cc(NS(C)(=O)=O)ccc2OC[C@@H](C)N(S(C)(=O)=O)C[C@@H]1C	0.0	2
CCO[C@H]1OC(C(=O)NCc2ccccc2)=C[C@@H](c2ccc(C(F)(F)F)cc2)[C@@H]1CCCO	.	7
Cc1ccccc1S(=O)(=O)NCC[C@@H]1CC[C@@H](NC(=O)C2CC2)[C@@H](CO)O1	-0.4	-11
CC(C)NC(=O)Nc1cccc2c1O[C@H](CN(C)Cc1ccc(Oc3ccccc3)cc1)[C@H](C)CN([C@H](C)CO)C2=O	-0.5	-1
C[C@@H]1CN([C@@H](C)CO)C(=O)c2cc(NC(=O)C3CCCCC3)ccc2O[C@H]1CN(C)C	2.4	-2
O=C1O[C@@H](c2ccccc2)[C@@H](c2ccccc2)N2[C@@H](c3ccc(OCCO)cc3)[C@]3(C(=O)Nc4ccccc43)[C@@H](C(=O)O)[C@H]12	.	12
CCCCC1C(=O)N(c2ccccc2)N(c2ccc(O)cc2)C1=O (stereo not given)	7.6	.
Cc1ccc(NC(=O)CSc2nc(N)c(-c3ccccc3)c(=O)[nH]2)cc1Cl	-0.3	-7
O=c1[nH]c2ccc(S(=O)(=O)NCc3ccco3)cc2[nH]1	1.6	5
CO[C@H]1CN(C)C(=O)c2ccc(NC(=O)Cc3ccccc3)cc2OC[C@H](C)N(C(C)=O)C[C@H]1C	-0.1	16
CO[C@H]1CN(C)C(=O)c2cc(NS(=O)(=O)c3cn(C)cn3)ccc2OC[C@@H](C)NC[C@H]1C	0.0	-2
CCCc1nnc(NC(=O)c2nc(SC)ncc2Cl)s1	-0.2	.
CC(C)NC(=O)N(C)C[C@H]1Oc2c(NC(=O)Nc3cccc4ccccc34)cccc2C(=O)N([C@H](C)CO)C[C@H]1C	.	-10
CC1=CC(O)C2/C=C/CCC3OC3(C)C(O)CC(=O)C23C(=O)NC(CC(C)C)C13 (stereo not given)	-0.1	.
Cc1cc(C)cc(NC(=O)CSc2nnc(-c3ccncc3)n2C)c1	0.3	-9
CN(CC(N)=O)S(=O)(=O)c1ccc(F)cc1	-0.2	-2
CCSc1n[nH]c(-c2c(Cl)c(CC)nn2C)n1	-0.8	0
COC(=O)C[C@@H]1C=C[C@@H](NS(=O)(=O)c2ccc(OC)cc2)[C@@H](CO)O1	0.0	6
CC(C)NC(=O)N(C)C[C@@H]1OCCCC[C@H](C)Oc2ccc(N(C)C)cc2C(=O)N([C@H](C)CO)C[C@H]1C	-2.6	-5
C[C@@H]1CN([C@H](C)CO)C(=O)c2cc(/C=C/c3ccccc3)cnc2O[C@H]1CN(C)Cc1ccccc1F	-0.5	.
Cc1ccc(NC(=O)CSc2nc(-c3ccccc3)c(-c3ccccc3)[nH]2)c(C)c1	0.5	-9
Cc1noc(C)c1C(=O)N(C)C[C@@H]1OCc2ccccc2-c2c(n(C)c3ccccc23)C(=O)N([C@@H](C)CO)C[C@H]1C	.	-5
C[C@@H]1CN([C@@H](C)CO)C(=O)c2cc(NC(=O)CCN3CCOCC3)ccc2O[C@@H]1CN(C)S(=O)(=O)c1cccs1	-0.2	.
CC(C)NC(=O)Nc1ccc2c(c1)C(=O)N([C@H](C)CO)C[C@@H](C)[C@H](CN(C)Cc1ccc(C(=O)O)cc1)OCCCC[C@@H](C)O2	1.3	.
C[C@@H]1CN([C@@H](C)CO)C(=O)Cc2cc(NC(=O)Nc3ccc(F)cc3)ccc2O[C@@H]1CN(C)S(=O)(=O)c1ccccc1	0.2	.
CNC[C@@H]1Oc2cc(Br)ccc2S(=O)(=O)N([C@H](C)CO)C[C@H]1C	-0.4	10&4
C[C@@H]1CN([C@@H](C)CO)S(=O)(=O)c2ccc(C#CCC3CCCC3)cc2O[C@H]1CN(C)C	-4.2	10

Five entries picked at random from those above:
SMILES	IDH1 R132H inh	EZH2 inh
C[C@@H]1CN([C@@H](C)CO)C(=O)c2cc(NC(=O)CCN3CCOCC3)ccc2O[C@@H]1CN(C)S(=O)(=O)c1cccs1	-0.2	.
CNC[C@@H]1Oc2cc(Br)ccc2S(=O)(=O)N([C@H](C)CO)C[C@H]1C	-0.4	10&4
C[C@@H]1CN([C@@H](C)CO)C(=O)Cc2cc(NC(=O)Nc3ccc(F)cc3)ccc2O[C@@H]1CN(C)S(=O)(=O)c1ccccc1	0.2	.
C[C@@H]1CN([C@@H](C)CO)S(=O)(=O)c2ccc(C#CCC3CCCC3)cc2O[C@H]1CN(C)C	-4.2	10
CC(C)NC(=O)Nc1ccc2c(c1)C(=O)N([C@H](C)CO)C[C@@H](C)[C@H](CN(C)Cc1ccc(C(=O)O)cc1)OCCCC[C@@H](C)O2	1.3	.
